TDP1 cell noCPT = qHTS for Inhibitors of human tyrosyl-DNA phosphodiesterase 1 (TDP1): qHTS in cells in absence of CPT; 15% of 420,000 active; DT40 Tdp1-/- hTDP1 cells, no CPT, ATP luminescence, 48 h; Potency, µM (series often up to 46.2 µM), for the others: at the top dose activity change, negative = growth inhibition, hits mostly inhibitors; further: nearly all actives have a fitted effect of over 55% in size
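Stably hTDP1-transfected Tdp1-null chicken DT40 cells were treated with library compounds minus camptothecin and grown for at least 48 hr at 37 °C, after which cellular ATP was quantified by luminescence.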
DT40 TDP1 CPT = DT40-hTDP1 cell growth loss with CPT; chicken DT40 Tdp1-/-;hTDP1 cells + 20 nM CPT, ATP luminescence, 48 h; 12% of 420,000 active; AID 686979; Potency, µM (titrated, usually from 46.2 µM), for inactives: at the highest dose activity change, negative = growth inhibition, usual class: inhibitors; further: nearly all actives have a fitted effect of over 55% in size
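Chicken DT40 Tdp1-/- cells complemented with human TDP1, 400 cells/well, exposed to compounds plus 20 nM camptothecin for at least 48 h at 37 C; viability read as ATP content by CellTiter-Glo luminescence.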
TDP1 inh = blocks human tyrosyl-DNA phosphodiesterase 1; 0.28% of 350,000 active; Q9NUW8; Potency, µM (titrated, usually from 130 µM), inactives show top-dose activity change, negative = inhibition, actives largely listed as inhibitors; AID 485290; recombinant TDP1, AlphaScreen DNA substrate cleavage; further: nearly all actives have a fitted effect of over 40% in size
Target sequence (Q9NUW8 whole entry, looked up): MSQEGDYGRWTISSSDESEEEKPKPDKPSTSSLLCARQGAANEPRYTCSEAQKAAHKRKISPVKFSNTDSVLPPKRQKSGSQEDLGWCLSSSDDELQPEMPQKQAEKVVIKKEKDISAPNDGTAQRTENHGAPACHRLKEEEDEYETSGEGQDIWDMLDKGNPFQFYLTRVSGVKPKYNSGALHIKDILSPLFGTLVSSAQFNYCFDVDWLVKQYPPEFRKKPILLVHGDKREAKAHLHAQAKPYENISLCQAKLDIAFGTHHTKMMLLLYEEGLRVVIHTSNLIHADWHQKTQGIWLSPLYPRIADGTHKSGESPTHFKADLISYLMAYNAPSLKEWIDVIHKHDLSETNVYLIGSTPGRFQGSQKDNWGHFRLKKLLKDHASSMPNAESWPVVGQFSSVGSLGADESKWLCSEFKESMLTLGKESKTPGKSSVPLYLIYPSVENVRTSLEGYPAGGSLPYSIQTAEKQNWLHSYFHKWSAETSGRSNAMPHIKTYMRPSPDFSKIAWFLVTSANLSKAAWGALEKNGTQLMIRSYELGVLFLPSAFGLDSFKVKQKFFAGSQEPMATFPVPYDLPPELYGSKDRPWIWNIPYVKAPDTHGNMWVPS
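Signal: AlphaScreen proximity between streptavidin donor and anti-FITC acceptor beads on intact substrate. Reaction: Tdp1 1 nM, substrate 15 nM final, 5 min RT after 15 min compound preincubation.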
An asterisk follows results filed as active; ? = inconclusive; / = not tested or not shown; [ ] = another dose, or the depositor's remark. The call rests on the fitted dose curve; in most records, active means well fitted curve in the direction sought with a large enough effect; inconclusive means small, poorly fitted or top-dose-only effect, or another doubt; inactive means no such curve, though single readings can be large; an effect the other way counts as inactive or inconclusive. On the % scale 0 is the no-effect control and ±100 the full control effect; potency means the concentration at half of the fitted maximal effect.

SMILES	TDP1 cell noCPT	DT40 TDP1 CPT	TDP1 inh
C[C@@H]1CCCCCCCCC(=O)OCCN[C@H](C)CCCCCCCCC(=O)OCCN[C@H](C)CCCCCCCCC(=O)OCCN1	21µM*	13µM*	4%
CCC1Oc2ccc(C)cc2N(CC(=O)N(Cc2ccc3c(c2)OCO3)CC2CCCO2)C1=O (stereo not drawn)	?	?	7%
Cc1ccc(C)c(C(=O)COc2ccccc2[N+](=O)[O-])c1	10µM*	5.2µM*	3%
COC(=O)c1ccc2nc(Nc3nc4ccc(F)cc4s3)sc2c1	?	-21%	7%
Cc1ccc(N2CCN(C3=NC(=O)/C(=C\c4cn[nH]c4-c4ccccc4)S3)CC2)cc1	21µM*	?	-4%
COc1ccc(S(=O)(=O)N2CCCCC2c2cc(C(=O)Nc3ccc4c(c3)OCO4)no2)cc1 (stereo not drawn)	15µM*	18µM*	/
CCCc1c(C(=O)N/N=C(\C)c2cc(C)sc2C)nnn1-c1nonc1N	18µM*	?	/
O=[N+]([O-])c1cccc(COc2ccc(CN3CCOCC3)cc2)c1	16µM*	?	/
CCOC(=O)[C@]12CCCC=C1N(CCc1ccc(OC)c(OC)c1)C(=O)[C@H](CC(=O)NCc1ccc(C)o1)C2	16µM*	13µM*	/
CC(C)C(c1nnnn1C1CCCC1)N1CCCc2ccccc21 (stereo not drawn)	?	?	-7%
CN1CCN(/N=C/c2ccc(N(c3ccccc3)c3ccccc3)cc2)CC1	?	?	3%
CCn1c(CNC(=O)Cc2ccc(OC)cc2)nnc1SCC(=O)c1ccc(Br)cc1	?	-18%	4%
NC(=O)CCN1CCC(c2nc3ccccc3s2)CC1	-23%	11%	0%
COc1cc(NC(=O)c2ccc(CNc3c(N4CCCC4)c(=O)c3=O)cc2)cc(OC)c1OC	-25%	1%	-2%
Cc1cc(C)cc(-n2c(-c3ccccc3)c(C)n3c4c(=O)n(C)c(=O)n(C)c4nc23)c1	-12%	1%	-1%
Cc1ccc(C(=O)NC(C)CCc2ccccc2)cc1[N+](=O)[O-] (stereo not drawn)	?	?	4%
CC(C)C[C@@]12C(=O)N(c3ccc(Br)cc3)C(=O)N1[C@H](c1ccc(Br)cc1)[C@@H]1C(=O)N(C(C)(C)C)C(=O)[C@@H]12	?	?	/
CCOc1ccc(NC(=O)Nc2ccc3c(c2)nc(C)n3C)cc1	3%	1%	/
CC(Oc1ccc(F)cc1Br)c1nc2ccccc2c(=O)[nH]1 (stereo not drawn)	-22%	?	-7%[0.0935 µM]
COc1ccc(Nc2ncc3c(n2)CC(c2ccc(OC)cc2)CC3=O)cc1 (stereo not drawn)	12µM*	?	7%
CCCc1sc(C(=O)Nc2nnc(C3CC3)s2)cc1CC	-27%	5%	-8%
CC(=O)Nc1nnc(SCc2cc(=O)c3cccc(Cl)c3[nH]2)s1	-26%	?	-8%
CCOC(=O)c1c(-c2cccc([N+](=O)[O-])c2)csc1NC(=O)C1CC1	21µM*	18µM*	6%
CC(=O)N1CCc2c(sc3c2c(=O)n(-c2ccccc2)c(=O)n3CC(=O)Nc2cc(C)cc(C)c2)C1	-9%	?	-1%
Cn1c(NCc2ccco2)nc2ccccc21	-18%	-1%	-2%

Already shown: entries from further up.
SMILES	TDP1 cell noCPT	DT40 TDP1 CPT	TDP1 inh
Cc1ccc(N2CCN(C3=NC(=O)/C(=C\c4cn[nH]c4-c4ccccc4)S3)CC2)cc1	21µM*	?	-4%
COc1ccc(S(=O)(=O)N2CCCCC2c2cc(C(=O)Nc3ccc4c(c3)OCO4)no2)cc1 (stereo not drawn)	15µM*	18µM*	/
CCCc1c(C(=O)N/N=C(\C)c2cc(C)sc2C)nnn1-c1nonc1N	18µM*	?	/
O=[N+]([O-])c1cccc(COc2ccc(CN3CCOCC3)cc2)c1	16µM*	?	/
CCOC(=O)[C@]12CCCC=C1N(CCc1ccc(OC)c(OC)c1)C(=O)[C@H](CC(=O)NCc1ccc(C)o1)C2	16µM*	13µM*	/
CC(C)C(c1nnnn1C1CCCC1)N1CCCc2ccccc21 (stereo not drawn)	?	?	-7%
CN1CCN(/N=C/c2ccc(N(c3ccccc3)c3ccccc3)cc2)CC1	?	?	3%
CCn1c(CNC(=O)Cc2ccc(OC)cc2)nnc1SCC(=O)c1ccc(Br)cc1	?	-18%	4%
NC(=O)CCN1CCC(c2nc3ccccc3s2)CC1	-23%	11%	0%
COc1cc(NC(=O)c2ccc(CNc3c(N4CCCC4)c(=O)c3=O)cc2)cc(OC)c1OC	-25%	1%	-2%
Cc1cc(C)cc(-n2c(-c3ccccc3)c(C)n3c4c(=O)n(C)c(=O)n(C)c4nc23)c1	-12%	1%	-1%
Cc1ccc(C(=O)NC(C)CCc2ccccc2)cc1[N+](=O)[O-] (stereo not drawn)	?	?	4%
CC(C)C[C@@]12C(=O)N(c3ccc(Br)cc3)C(=O)N1[C@H](c1ccc(Br)cc1)[C@@H]1C(=O)N(C(C)(C)C)C(=O)[C@@H]12	?	?	/
CCOc1ccc(NC(=O)Nc2ccc3c(c2)nc(C)n3C)cc1	3%	1%	/
CC(Oc1ccc(F)cc1Br)c1nc2ccccc2c(=O)[nH]1 (stereo not drawn)	-22%	?	-7%[0.0935 µM]
COc1ccc(Nc2ncc3c(n2)CC(c2ccc(OC)cc2)CC3=O)cc1 (stereo not drawn)	12µM*	?	7%

Further results follow:
SMILES	TDP1 cell noCPT	DT40 TDP1 CPT	TDP1 inh
Cc1ccc(C)c(N2CCN(C(=O)c3cc4cc5ccc(C)cc5nc4s3)CC2)c1	6%	?	-2%
CC(CNC(=O)CCCn1c(=O)c2cccn2c2cccnc21)c1ccccc1 (stereo not drawn)	?	?	5%
CC(NC(=O)Nc1ccccc1)C(c1cccs1)N1CCN(C)CC1 (stereo not drawn)	-1%	-8%	-1%
CCC1CCCCN1CCCNC(=O)Cn1cc2c(n1)-c1c(oc(C(=O)N3CCCC3)c1C)CC2 (stereo not drawn)	8%	2%	2%
Cc1cc(C)n(C(=O)CNC(=O)c2cccc(Cl)c2)n1	-16%	-4%	8%
CSCCC(NC(=O)c1ccco1)C(=O)NCC(C)(C)N1CCOCC1 (stereo not drawn)	-3%	-1%	-2%
O=C(CN1CCN(c2ccc(C(F)(F)F)cn2)CC1)NCc1ccc2c(c1)OCO2	?	-42%	0%
COc1ccc(C(=O)Nc2ncccc2C)cc1S(=O)(=O)N1CCOCC1	-2%	1%	8%
CC(C)c1ccc(NC(=O)C2CCN(S(=O)(=O)c3ccc4c(c3)C(C)(C)C(=O)N4C)CC2)cc1	?	16µM*	/
CCOC(=O)c1cc(C(=O)NC(C)c2ccccc2)c(C)[nH]c1=O (stereo not drawn)	-21%	-12%	-5%
Cc1cccc(CN2CCC(CNC(=O)CSc3cc(=O)n(C)c4cc(Cl)ccc34)CC2)c1	0%	9%	/
Cc1ccc(C)c(N2CCN(CCCNC(=O)c3ccc4nc(CCc5ccccc5)oc4c3)CC2)c1	4.1µM*	3.7µM*	3%
O=C(NCCNC(=O)c1cc(OCC(F)(F)F)ccc1OCC(F)(F)F)Nc1cccc(C(F)(F)F)c1	?	?	-1%
Cc1ccc(OCC(=O)Nc2ccccc2C(=O)N2CCCCC2)cc1	-25%	-27%	3%
CCOc1ccc(Sc2cc(C(=O)NCc3ccccc3Cl)c3ccccc3n2)cc1	13µM*	?	-3%
COc1ccc(C(=O)Nn2c(CCC(=O)O)ccc2-c2ccc(C)cc2)cc1OC	?	-15%	5%
COC(=O)c1cccc(-n2nnnc2SCC(=O)Nc2nc3c(s2)CCCC3)c1	?	?	9%
Cc1ccc(S(=O)(=O)N(C)CC(=O)NCc2ccncc2)cc1	-10%	-29%	-5%
Cc1cc(C)n(C(=O)c2cc3ccccc3c(=O)o2)n1	-24%	4%	-1%
COc1ccc(NC(=O)COc2ccc(CNCCCN3CCOCC3)cc2OC)cc1	-6%	-17%	4%
O=C(CN1C(=O)NC(c2ccccc2)(c2ccccc2)C1=O)Nc1cccnc1Cl	-20%	?	0%
COc1cc(-c2noc(-c3ccc(N4CCCC4)c([N+](=O)[O-])c3)n2)cc(OC)c1OC	-9%	-3%	-3%
O=C(CSc1nnc(-c2cccnc2)o1)N1CCCCC1	-24%	-10%	9%
CCCOc1ccc(C(=O)Nn2c(C)nc3ccccc3c2=O)cc1	-2%	0%	0%
Cc1ccc(CCNC(=O)c2c[nH]c3ccc(S(=O)(=O)Nc4cccc(C(F)(F)F)c4)cc3c2=O)cc1	?	21µM*	-9%

Part of the list above in order of molecular weight, largest number first.
SMILES	TDP1 cell noCPT	DT40 TDP1 CPT	TDP1 inh
COc1ccc(NC(=O)COc2ccc(CNCCCN3CCOCC3)cc2OC)cc1	-6%	-17%	4%
Cc1cc(C)cc(-n2c(-c3ccccc3)c(C)n3c4c(=O)n(C)c(=O)n(C)c4nc23)c1	-12%	1%	-1%
CCOC(=O)c1c(-c2cccc([N+](=O)[O-])c2)csc1NC(=O)C1CC1	21µM*	18µM*	6%

The results go on.
SMILES	TDP1 cell noCPT	DT40 TDP1 CPT	TDP1 inh
CC(C)CC(NC(=O)C1CCCN1C(=O)CNC(=O)OCc1ccccc1)C(=O)O (stereo not drawn)	-13%	-3%	/
COc1cc(NC(=O)C(C)Oc2ccccc2)c(OC)cc1NC(=O)c1ccccc1 (stereo not drawn)	?	21µM*	6%
CCCCn1c(N)c(N(CC)C(=O)c2cccs2)c(=O)[nH]c1=O	9%	8%	0%
CN(C(=O)c1ccc(NC(=O)Cc2ccc(NC(=O)C3CCCN(C(=O)C4CCCC4)C3)cc2)cc1)C1CCCC1 (stereo not drawn)	?	-19%	/
CCOC(=O)N1CCN(C2=C(NS(=O)(=O)c3ccc(Br)cc3)C(=O)c3ccccc3C2=O)CC1	16µM*	12µM*	/
O=C(CCSCc1cccc(Cl)c1)NCCc1ccccc1	-29%	-11%	-4%
CCOC(=O)CC(=O)Nc1ccc(C)cc1	0%	-2%	-3%
CC(=O)OC1CCC2(C)C(=CCC3C4CC(=O)N(O)C(=O)C4(C)CCC32)C1 (stereo not drawn)	5.2µM*	?	/
CCN(CC)C(=O)c1ccccc1NC(=O)CN1C(=O)c2ccccc2S1(=O)=O	-24%	-5%	0%
COc1ccc(N2C(=O)C3CCCN3C2c2cccc(Br)c2)cc1 (stereo not drawn)	-25%	-16%	6%
COc1c(C(=O)Nc2nnc(C3CC3)s2)csc1Cl	16%	-10%	0%
CC(NC(=O)C(C)N1CCN(Cc2ccccc2)CC1)c1ccccc1 (stereo not drawn)	0%	-1%	0%
O=C(Nc1cccc(Cl)c1)c1c(NC(=O)C(F)(F)F)sc2c1CCCC2	3.3µM*	6.5µM*	0%[12.3 µM]
COc1ccc(C#Cc2c(-c3ccc(OC)cc3)oc3ccc(-c4ccc5c(c4)OCO5)cc23)cc1	-5%	-2%	/
CCOc1ccc(C(=O)N2CCCCCC2)cc1	-6%	-7%	0%
Cc1ccc(S(=O)(=O)N/N=C/c2ccc3nccnc3c2)cc1	?	?	/
O=C(NCCS(=O)(=O)NCc1ccccc1Cl)c1ccccc1	9%	-2%	0%[0.505 µM]
COC(=O)c1ccc(N2CCN(C)CC2)c(NC(=O)COc2ccccc2)c1	-22%	12%	/
COc1ccc(C(=O)COC(=O)CCNS(=O)(=O)c2ccccc2)cc1Br	-11%	-14%	2%
c1c2c(cc3sc(N4CCOCC4)nc13)OCO2	?	-19%	4%
CCCc1cnc2c(c1SCc1cccc(F)c1)c(=O)n(C)c(=O)n2C	?	?	0%
C#CCn1cc[n+](CC(=O)N(C)C)c1	-8%	-12%	2%
Cc1oc2ncnc(N3CCCCC3)c2c1C(=O)NCC1CCN(Cc2ccc(F)cc2)CC1	-23%	-26%	-4%
